DNMT1 block: blocks human DNA methyltransferase DNMT1; P26358; DNMT1 molecular beacon, Hinp1I cleavage, fluorescence; inhibition (reported as % activation of signal), % at 10 µM; actives 0.83% (n = 360,000); AID 588458; in the data active means inhibition above about 50%
Tb MetRS inh: Trypanosoma brucei MetRS inhibition; purified T. brucei MetRS, ATP depletion, Kinase-Glo luminescence; inhibition, % at 11.9 µM; actives 0.4% (n = 360,000); AID 624268;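 active means inhibition above a per-plate cutoff of the control wells' mean inhibition plus 3 SD, cut at about 5.5% in these data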;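 further: 0% = DMSO wells median and 100% = median of wells with control inhibitor compound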
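assay system = parasite MetRS enzyme | timing = 15 min preincubation, 2 h reaction, all 25 °C | evaluation = percent inhibition relative to median high and low control wells | medium = HEPES buffer containing pyrophosphatase, BSA, spermine, DTT | compound = single dose, 11.9 µM final nominal, 0.9% final DMSO | detection = Kinase-Glo luminescence, ATP depletion format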
SUMO1 PPI mod: alters human SUMO1 binding to SIM partners | SUMO1 binding to a labelled peptide, TR-FRET, 1 h | inhibition, % at 20 µM | actives 0.33% (n = 360,000); in the data active means inhibition above about 37%
Target sequence (P63165 whole entry, looked up): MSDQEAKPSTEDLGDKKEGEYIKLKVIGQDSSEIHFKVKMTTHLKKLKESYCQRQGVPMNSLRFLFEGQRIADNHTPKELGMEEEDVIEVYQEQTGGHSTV
STEP block: STEP (human) phosphatase inhibition; recombinant STEP, OMFP fluorogenic substrate, fluorescence; actives 0.25% (n = 360,000); inhibition, % at 20 µM; P54829;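 active means inhibition at 20 µM, scaled per plate between control wells, above about 37%, limit read from the data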;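 further: 0% = DMSO with enzyme and substrate and 100% = substrate only without enzyme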
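Test system: STEP tyrosine phosphatase / Reagent: OMFP at 25 µM / Doses: 20 µM, 1% DMSO / Read-out: percent inhibition scaled to no-enzyme and uninhibited-enzyme controls, plate-pattern corrected / Detection: FITC-channel fluorescence of OMFP product / Medium: Bis-Tris buffer pH 6.0, 2.5 mM DTT, 0.005% Tween 20 / Schedule: 20 min at room temperature, dark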
Scp-1 inhibitor: blocks human Scp-1 phosphatase activity; Q9GZU7; Recombinant Scp1, phosphopeptide, malachite green phosphate absorbance; inhibition, % at 20 µM; actives 0.88% (n = 340,000);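 active means inhibition above about 50% at 20 µM, limit read from the data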;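 further: plate controls were DMSO wells with enzyme for no effect and wells lacking enzyme for full effect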
Target sequence (Q9GZU7 76-261 limits assumed): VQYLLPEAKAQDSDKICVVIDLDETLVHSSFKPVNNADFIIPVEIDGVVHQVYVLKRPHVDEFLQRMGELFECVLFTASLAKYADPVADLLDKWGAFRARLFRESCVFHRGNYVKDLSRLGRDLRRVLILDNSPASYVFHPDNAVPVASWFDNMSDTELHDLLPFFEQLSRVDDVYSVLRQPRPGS
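Material: truncated SCP-1 phosphatase (76-261aa) / Buffer or medium: 50 mM Tris acetate pH 5.5, 0.005% Tween-20, 10 mM MgCl2 / Compound dosing: one concentration, 20 µM, with 1.0% DMSO / Incubation: 45 min room-temperature reaction, 5 min colour, 30 min stabiliser / Detection: colorimetric free-phosphate detection, absorbance 630 nm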
NadD inh: inhibitors of Staphylococcus aureus NadD | actives 0.78% (n = 360,000) | inhibition, % at 20 µM | purified NadD enzyme, colorimetric absorbance read-out; in the data active means inhibition above about 26%; further: some compounds past the cut are filed as inactive
Neddylation inh: inhibitors of human cullin neddylation; P61081+Q13564; TR-FRET cullin neddylation, biochemical; calls only at 25 µM; actives 0.58% (n = 360,000); AID 651699; in the data active means inhibition above about 36%
SKN-1 block: C. elegans SKN-1 inhibition; inhibition, % at 21.8 µM; actives 0.49% (n = 360,000); C. elegans VP596 Pgst-4::GFP/RFP ratio, acrylamide-induced, 24 h;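 active means interference check ratio from 0.5 to 1.5 plus GFP to RFP signal ratio inhibition reaching or exceeding a fixed threshold, cut at about 30% in these data, passing the limit was not always enough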; further: some compounds called inactive have numbers as strong as hits
LMPTP inh: blocks human LMPTP phosphatase; P24666; recombinant LMPTP-A, OMFP fluorogenic substrate, fluorescence intensity; inhibition, % at 20 µM; AID 651560; actives 0.22% (n = 360,000);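 active means compounds that cut the enzyme signal by at least half of the control window in the single-dose screen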;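 further: plate controls were DMSO wells with enzyme plus substrate for no effect and substrate without enzyme for full effect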
Target sequence (P24666 whole entry, looked up): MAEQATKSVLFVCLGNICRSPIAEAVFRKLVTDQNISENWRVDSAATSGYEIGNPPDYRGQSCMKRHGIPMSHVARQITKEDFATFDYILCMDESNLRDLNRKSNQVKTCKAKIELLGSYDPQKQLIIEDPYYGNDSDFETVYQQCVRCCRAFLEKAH
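test system = LMPTP-A | amount = 0.625 nM LMPTP-A final | reagent = fluorogenic phosphatase substrate OMFP at 400 µM final | incubation = 50 min at room temperature | benchmarks = no-enzyme low control, uninhibited high control | medium = Bis-Tris pH 6.0, DTT, detergent | signal = fluorescence intensity of OMFP turnover product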
NRP1-CendR mod: modulators of CendR peptide binding to human neuropilin-1; O14786; FAM-RPARPAR peptide binding to NRP-1, fluorescence polarization; inhibition, % at 25 µM; actives 0.85% (n = 360,000); AID 602438;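 active means inhibition or corrected inhibition above about 18%, plus a signal ratio from 0.5 to 1.5, limit read from the data, passing the limit was not always enough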; further: strong numbers were not always called active
Starred values were filed as active, the others as inactive; i = inactive; / = not tested or not shown. Random draw from the library; 4.6% or so of the library scored in one or more.

Preview (9 entries):
no. | smiles | DNMT1 block | Tb MetRS inh | SUMO1 PPI mod | STEP block | Scp-1 inhibitor
1 | COc1cc(-c2cccc([C@H]3[C@@H]4C=CC[C@@H](C)[C@@H]4C(=O)N3Cc3ccccc3)c2)cc(OC)c1OC | -12 | -0.2 | 15 | 3 | -4
2 | O=c1c2ccccc2nc(SCc2cccc(F)c2)n1-c1cccc(S(=O)(=O)N2CCCC2)c1 | -10 | -0.2 | -4 | -3 | -11
3 | CC1=C(C(=O)N(C)C)CC(CC(=O)NCCCCc2ccccc2)C(=O)N1Cc1ccc(F)cc1 (centres undefined) | 8 | -0.3 | 2 | 2 | /
4 | Cc1cc(C)nc(SCc2c(F)cccc2Cl)n1 | 3 | -0.6 | 27 | 5 | -5
5 | CN(C)/C=C(\C(=O)c1ccccc1)c1nnnn1-c1ccccc1 | 2 | -0.7 | 6 | 2 | -5
6 | O=C(c1ccco1)N1CCN(C(c2ccccc2F)c2nnnn2Cc2cccs2)CC1 (centres undefined) | 0 | -0.4 | 1 | -11 | -2
7 | Cc1cc(C(=O)CSc2nc3ccccc3c(=O)[nH]2)c(C)n1C | -6 | 0.2 | 15 | 1 | -5
8 | Cc1ccc(NC(=S)N2CCC(c3nc4ccccc4s3)CC2)cc1 | -13 | -0.5 | 1 | 3 | 4
9 | Cc1cccc(C(=O)Nc2ccc(C(=O)/C=C/c3cccnc3)cc2)c1 | -1 | -0.2 | -22 | -1 | 3

no. | NadD inh | Neddylation inh | SKN-1 block | LMPTP inh | NRP1-CendR mod
1 | -3 | i | 1 | 7.3 | -4
2 | 6 | i | 11 | 3.4 | 13
3 | -4 | i | 1 | -1.8 | -5
4 | -8 | i | 17 | 0.9 | 7
5 | -5 | i | -2 | -1.4 | 4
6 | 5 | i | 7 | -1.6 | 1
7 | 6 | i | 2 | 0.2 | -9
8 | -6 | i | 12 | 1.7 | 6
9 | 4 | i | 8 | 19 | 2

Main list, previewed entries included:
no. | smiles | DNMT1 block | Tb MetRS inh | SUMO1 PPI mod | STEP block | Scp-1 inhibitor
1 | COc1cc(-c2cccc([C@H]3[C@@H]4C=CC[C@@H](C)[C@@H]4C(=O)N3Cc3ccccc3)c2)cc(OC)c1OC | -12 | -0.2 | 15 | 3 | -4
2 | O=c1c2ccccc2nc(SCc2cccc(F)c2)n1-c1cccc(S(=O)(=O)N2CCCC2)c1 | -10 | -0.2 | -4 | -3 | -11
3 | CC1=C(C(=O)N(C)C)CC(CC(=O)NCCCCc2ccccc2)C(=O)N1Cc1ccc(F)cc1 (centres undefined) | 8 | -0.3 | 2 | 2 | /
4 | Cc1cc(C)nc(SCc2c(F)cccc2Cl)n1 | 3 | -0.6 | 27 | 5 | -5
5 | CN(C)/C=C(\C(=O)c1ccccc1)c1nnnn1-c1ccccc1 | 2 | -0.7 | 6 | 2 | -5
6 | O=C(c1ccco1)N1CCN(C(c2ccccc2F)c2nnnn2Cc2cccs2)CC1 (centres undefined) | 0 | -0.4 | 1 | -11 | -2
7 | Cc1cc(C(=O)CSc2nc3ccccc3c(=O)[nH]2)c(C)n1C | -6 | 0.2 | 15 | 1 | -5
8 | Cc1ccc(NC(=S)N2CCC(c3nc4ccccc4s3)CC2)cc1 | -13 | -0.5 | 1 | 3 | 4

no. | NadD inh | Neddylation inh | SKN-1 block | LMPTP inh | NRP1-CendR mod
1 | -3 | i | 1 | 7.3 | -4
2 | 6 | i | 11 | 3.4 | 13
3 | -4 | i | 1 | -1.8 | -5
4 | -8 | i | 17 | 0.9 | 7
5 | -5 | i | -2 | -1.4 | 4
6 | 5 | i | 7 | -1.6 | 1
7 | 6 | i | 2 | 0.2 | -9
8 | -6 | i | 12 | 1.7 | 6

Going on with the list.
no. | smiles | DNMT1 block | Tb MetRS inh | SUMO1 PPI mod | STEP block | Scp-1 inhibitor
9 | Cc1cccc(C(=O)Nc2ccc(C(=O)/C=C/c3cccnc3)cc2)c1 | -1 | -0.2 | -22 | -1 | 3
10 | Cc1[nH]c2ccccc2c1C(=O)CN1CC(C)CC(C)C1 (centres undefined) | -1 | 0.2 | 4 | -1 | -4
11 | CCNC(=O)CCCOc1ccc(Cl)cc1Cl | 1 | 6.3* | 2 | -2 | 9
12 | Cc1ccc(Nc2nnc(C3C(=O)N(C)C4(C)CC3c3cc(Br)ccc3O4)s2)cc1 (centres undefined) | 0 | 2.8 | -2 | 1 | 3
13 | Cc1ccc(C(=O)c2c[nH]c(C(=O)NCc3cccnc3)c2)cc1 | 3 | 0.1 | 0 | -3 | -18
14 | C=CCNc1nc(N)c([N+](=O)[O-])c(N2CCCCCC2)n1 | 0 | -0.8 | 1 | -2 | -3
15 | COc1cccc(-c2cnc3c(NC(C)=O)cc(-c4cccc(C(=O)NCCN(C)C)c4)cn23)c1 | -9 | 0.2 | -56 | 0 | /
16 | C/C(=N\NC(=O)c1cccc(N2CCCC2=O)c1)c1ccc(N)cc1 | -3 | -0.3 | -1 | -5 | -9

no. | NadD inh | Neddylation inh | SKN-1 block | LMPTP inh | NRP1-CendR mod
9 | 4 | i | 8 | 19 | 2
10 | 5 | i | -16 | 1.2 | -1
11 | -4 | i | 18 | -0.9 | 1
12 | 28* | i | 7 | 2.3 | 10
13 | -3 | i | -6 | -1.4 | 6
14 | -8 | i | 7 | 3.7 | 7
15 | -8 | i | 4 | -4.8 | 13
16 | 7 | i | -1 | -1.3 | 9

Structures listed so far that bear a hit mark in Tb MetRS inh:
no. | smiles | DNMT1 block | Tb MetRS inh | SUMO1 PPI mod | STEP block | Scp-1 inhibitor
11 | CCNC(=O)CCCOc1ccc(Cl)cc1Cl | 1 | 6.3* | 2 | -2 | 9

no. | NadD inh | Neddylation inh | SKN-1 block | LMPTP inh | NRP1-CendR mod
11 | -4 | i | 18 | -0.9 | 1

The list continues:
no. | smiles | DNMT1 block | Tb MetRS inh | SUMO1 PPI mod | STEP block | Scp-1 inhibitor
17 | Cc1cc(C(F)(F)F)n2[nH]c(=O)c(N=Nc3ccccc3)c2n1 | 3 | -0.2 | -17 | 2 | 5
18 | CCn1c(SCC(=O)Nc2cccc(NC(C)=O)c2)nnc1C(C)C | 1 | -0.2 | 0 | 0 | -4
19 | Cc1ccc(-c2csc(NC(=O)c3cccc([N+](=O)[O-])c3)n2)cc1 | 8 | 0.5 | -5 | -7 | -7
20 | C/C(=N\NC(=O)c1ccccc1C)c1cccnc1 | 3 | -1.5 | -2 | 0 | -1

no. | NadD inh | Neddylation inh | SKN-1 block | LMPTP inh | NRP1-CendR mod
17 | 4 | i | 11 | 6.4 | 14
18 | -6 | i | 14 | -0.5 | -3
19 | 7 | i | 18 | -0.5 | 3
20 | 6 | i | 6 | 0.1 | 7
